Growth percent in the NCI-60 one-dose screen (48 h, 10 µM unless noted): 100 = growth as untreated, 0 = no growth, -100 = all killed.
UACC-257: UACC-257 melanoma. 78,000 tested, 4.4% active
SK-MEL-28: SK-MEL-28 melanoma; AID 1794761; 81,000 tested, 4.1% active
SK-MEL-5: SK-MEL-5 melanoma | AID 1794755 | 80,000 tested, 6.4% active
UACC-62: UACC-62 melanoma | 81,000 tested, 5.4% active | AID 1794756
MALME-3M: MALME-3M melanoma | 78,000 tested, 5.8% active
MDA-MB-435: MDA-MB-435 melanoma | 82,000 tested, 7.8% active
SK-MEL-2: SK-MEL-2 melanoma | AID 1794763 | 77,000 tested, 4.7% active
M14: M14 melanoma; 80,000 tested, 6.2% active; AID 1794745
* = called active by the depositor; nt = not tested or not shown; & = joins results of further samples; ! = a repeat was not active. Rule for the calls: active = growth percent below 10; inactive = the rest.

SMILES	UACC-257	SK-MEL-28	SK-MEL-5	UACC-62	MALME-3M	MDA-MB-435	SK-MEL-2	M14
C=C(C)C1CC[C@]2(C(=O)NCCCCCCCCN)CC[C@]3(C)C(=CC[C@@H]4[C@@]5(C)C[C@@H](CC#CC#CC[C@@H]6C[C@]7(C)[C@H]8CC=C9[C@H]%10[C@H](C(=C)C)CC[C@]%10(C(=O)NCCCCCCCCN)CC[C@@]9(C)[C@]8(C)CC[C@H]7C(C)(C)[C@H]6OC(C)=O)[C@H](OC(C)=O)C(C)(C)[C@@H]5CC[C@]43C)[C@@H]12 (some centres undefined)	115	127	102	118	112	115	146	109
COc1cc(/C=C/C(=O)c2c(C)oc3nc[nH]c(=O)c23)ccc1O	97	101	101	96	103	102	109	100
O=C/C=C\c1ccc2c(c1)OCO2	nt	107	104	97	102	109	88	100
Cc1ccccc1-n1c(C)nc2cc(N3C(=O)CSC3c3ccccc3Cl)ccc2c1=O (centres undefined)	100	115	97	82	nt	103	110	108
Cc1ccc(S(=O)(=O)N(CCC#N)CCC#N)cc1	96	104	108	105	141	109	96	102
O=C1NC(=O)C2(Br)Nc3ccc(Br)cc3C(=O)C2N1 (centres undefined)	105	109	103	97	109	111	113	106
Nc1nc(-c2ccccc2)nc(N)c1N=O	54	75	100	72	91	47	88	67
COC(=O)/C=C(\C(=O)OC)C(C(=O)c1ccccc1)=P(c1ccccc1)(c1ccccc1)c1ccccc1	104&92	117&107	101&100	90&98	98&113	106&102	101&103	101&108
C#Cc1ccc(NC(=O)c2sc3nc4c(cc3c2N)CCCCC4)cc1	91	110	99	97	99	94	105	86
O=C(NNC(=O)c1ccc(OCc2nc3ccc(Cl)cc3[nH]2)cc1)Nc1ccc(Cl)cc1	103	111	100	110	105	118	124	115
COc1ccc2c(c1)C(C)Cc1c(N(C)C)ncnc1N2C (centres undefined)	nt	59	19	28	56	-5.8*	33	26
CC1COCC(C)N1C(=O)c1cccnc1 (centres undefined)	102	105	104	107	103	101	110	117
Cc1ccc(-c2ccc(SCC(=O)Nc3ccc(C#N)cc3)nn2)cc1	62	79	25	47	72	76	85	76
c1ccc2sc(SSc3nc4ccccc4s3)nc2c1	120	98	91	94	92	94	nt	90
Oc1nc(NCCc2ccccc2)sc1/C=C1\C=Nc2ncccc21	-1.7*!	0.8*!	-0.2*!	-1.4*	31&45	21&18	-4.6*!	30&32
COc1ccc(Nc2nc(/N=C/c3ccc(Cl)cc3)n[nH]2)cc1	109	100	99	100	101	94	108	109
O=C1C(=O)c2ccccc2C(O)=C1CC=C(Br)Br	73	84	45	56	78	52	81	58
O=C1/C(=C/c2ccc([N+](=O)[O-])cc2)SC(=NC2CCCCC2)N1Nc1ccccc1	71	77	85	55	87	51	nt	78
COc1ccc(O)c(/C(=C/C(=O)O)c2nc3ccccc3[nH]2)c1	107	114	79	76	121	120	nt	112
Cc1ccc(CC(C)(O)CC(C)(O)Cc2ccc(C)cc2)cc1 (centres undefined)	102	109	103	91	nt	117	nt	120
CCSc1nnc2c(C)nc3ccccc3n12	103	103	90	88	110	107	104	116
Nc1ccc(S(N)(=O)=O)cc1	105&106	129&99	97&87	99&103	121&91	105&102	105&106	100
COc1cc(Br)cc2cc(C(=O)CSc3nc4ccccc4c(=O)n3-c3ccccc3)c(=O)oc12	77	101	102	87	109	104	90	101
O=[N+]([O-])c1ccc(Oc2cccc(Cl)c2)cc1	108	104	99	95	91	101	105	93
O=[N+]([O-])c1cc(F)c2cccnc2c1O	115	135	90	93	103	102	nt	88

New compounds follow:
SMILES	UACC-257	SK-MEL-28	SK-MEL-5	UACC-62	MALME-3M	MDA-MB-435	SK-MEL-2	M14
Cc1ccc(-c2nc3c(=O)n4[nH]c(-c5ccccc5)nc4nc3o2)cc1	88	109	105	99	106	107	100	102
O=C(Nc1ccccc1)Oc1cccc2cccnc12	76	98	97	108	108	97	94	58
COc1ccc(-c2nnc(Nc3ccc(C)cc3)o2)cc1	102	109	98	96	nt	99	104	105
O=C(Nc1ccc(-n2cc(-c3ccncc3)c(-c3ccc(O)c(Cl)c3)n2)cc1)Nc1ccc(Cl)c(C(F)(F)F)c1	48	20	-74*	9.2*	13	-0.7*	-42*	7.1*
CC1(C)OC(=O)C(=Cc2ccccc2F)C(=O)O1	116	98	97	103	79	95	128	97
O=C1CC(C(F)(F)F)Cc2nc3ccc(Cl)cc3cc21 (centres undefined)	82	94	94	85	83	100	100	103
C[n+]1ccc(Nc2ccc(NC(=O)c3ccc(Nc4cc[n+](C)c5ccc(N)cc45)cc3)cc2)cc1	nt	116	90	89	142	89	71	103
CCc1ccc(-c2cc(-c3ccc(Cl)cc3)n(-c3ccc(S(N)(=O)=O)cc3)n2)cc1	104	106	94	95	105	98	111	107
COC(=O)c1cc(C)c(C)cc1NC1OC(CO)C(O)C1O (centres undefined)	111	104	99	109	111	98	113	108
S=C1NCc2cncnc2N1	nt	107	103	108	112	101	nt	103
OC(c1ccccc1)(c1ccccc1)C(F)(F)F	104	117	109	102	122	103	98	nt
Nc1ccc(/C=C/C(=O)O)cc1	99	108	92	103	102	111	118	104
COC(=O)c1cccc2c1c(/C=C1\NC(=S)NC1=O)cn2C	102	76	86	65	59	84	87	77
CCOC(=O)C1=CSC2=NC3=C(CCC/C3=C\c3ccc(OC)cc3)C(c3ccc(OC)cc3)N12 (centres undefined)	86	97	95	84	98	95	114	94
CC(c1ccccc1)N1C(=O)NC2NC(=S)NC21 (centres undefined)	95	102	105	105	111	104	91	99
CCCCCCCCCCCCCCCCCCOc1ccc(CC(=O)NCC[N+]2(C)CCCCC2)cc1	97	95	85	58	95	88	79	92
O=c1[nH]nc(-c2ccc(Br)cc2)c2sc3ncc(-c4ccc(Br)cc4)n3c12	114	92	85	89	92	109	84	96
CCOC(=O)c1ccc2n1CCc1cnc(Nc3ccccc3)nc1-2	118	112	93	84	96	101	98	94
O=C(Oc1cccc2ccccc12)c1ccccc1C(=O)c1ccccc1	90	119	97	97	nt	73	97	93
COc1ccc2nc3cc(Cl)ccc3c(N3CCN(c4ccnc(N5CCN(C)CC5)n4)CC3)c2c1	91	29	85	94	84	67	nt	59
O=C(C[n+]1cccc(Br)c1)c1ccc(Cl)cc1	106	103	96	100	113	109	95	94
CCS(=O)(=O)c1ccc2c(c1)N1C(=NS(=O)(=O)c3cnccc31)O2	108	118	130	109	115	94	106	102
O=C(N/N=C/c1ccc(Cl)cc1)c1ccccc1Nc1ccnc(C(F)(F)F)c1	91	106	95	92	279	101	102	98
COC(=O)c1ccc(/C=C(\C#N)c2cc3ccccc3[nH]2)cc1	114	115	97	103	98	102	106	94
N#CC1=C(N)Oc2n[nH]c(-c3ccccn3)c2C1c1ccco1 (centres undefined)	102	105	100	102	92	102	94	100

(listing goes on)
SMILES	UACC-257	SK-MEL-28	SK-MEL-5	UACC-62	MALME-3M	MDA-MB-435	SK-MEL-2	M14
COc1cccc(Cl)c1[N+](=O)[O-]	98	107	113	104	120	112	103	103
NC(=O)c1cnccn1	100	106	99	nt	101	101	109	104
COc1cccc(/C(O)=C2\C(=O)C(=O)N(CCCn3ccnc3)C2c2cc(OC)c(OC)c(OC)c2)c1 (centres undefined)	95	109	99	105	108	104	106	101
Cc1cc([N+](=O)[O-])cc(C)[n+]1[O-]	nt	114	100	99	105	113	122	111
CCOC(=O)c1cnc(=S)[nH]c1N	115	nt	104	106	128	120	nt	108
CC(=O)CC(=O)Nc1cccc(NC(=O)CC(C)=O)n1	107	119	nt	114	119	114	103	105
O=[N+]([O-])c1ccc(N/N=C/c2ccccc2)cc1	111	114	100	87	100	95	97	101
Nc1ncc2ccc(F)cc2c1C#Cc1cncc(C(=O)NCCN2CCCCC2)c1	96	117	95	108	85	100	92	106
S=C(S)NCCN1CCNC1=S	98	106	101	105	90	105	114	100
CC(c1ccccc1)N1CSc2nc(-c3ccccc3)c(-c3ccccc3)n2C1 (centres undefined)	110	117	94	83	35	100	110	nt
N#Cc1ccc(NC(=O)COc2ccc(/C=C3\C(=O)Nc4cc(Cl)ccc43)cc2)cc1	92	82	59	70	74	73	nt	70
CCOC(=O)c1sc(/N=C2\NC(=O)/C(=C/c3ccc(N4CCOCC4)cc3)S2)nc1C	113	107	98	96	92	104	94	103
COc1cc(C=C2C(=O)NC(=S)NC2=O)cc(CN2CCCCC2)c1O	106	102	109	95	105	101	114	107
O=C(O)c1cccc(C(=O)O)n1	111	115	105	91	nt	115	107	105
NC[C@@H]1CC[C@@H](N)[C@@H](O[C@H]2[C@H](O)[C@@H](O[C@H]3O[C@H](CO)[C@@H](O)[C@H](N)[C@H]3O)[C@H](N)C[C@@H]2N)O1	nt	110	102	109	110	106	nt	106
C/C(=N\NC(=S)Nc1ccccc1)c1ccccn1	18	60	16	16	31	60	73	24
CCN1CCN(CC(=O)N2c3cccc4cccc(c34)N(C(=O)CN3CCN(CC)CC3)C2c2cn(-c3ccccc3)nc2-c2cccc([N+](=O)[O-])c2)CC1	-83*	-88*	-93*	-82*	-91*	-76*	-9.3*	-82*
CON=C1CCC(C(C)(C)C)CC1 (centres undefined)	100	103	96	109	98	95	114	102
O=C1c2ccccc2C(=O)N1c1ccc2oc(=O)ccc2c1	110	96	100	88	88	107	nt	101
Nc1nc(-c2ccc(Cl)cc2Cl)cc(-c2cc3cc(Br)ccc3oc2=O)n1	100	104	101	80	nt	96	101	97
Cn1c(=O)c2[nH]c(CO)nc2n(C)c1=O	113&97	102&110	103&97	105&104	95&104	94&101	105&124	101&99
CSc1nc(=O)n(-c2ccc3c(c2)OCCO3)c(=O)n1Cc1ccc(C(C)(C)C)cc1	97	103	92	98	84	99	nt	102
O=C1CCSC(=S)N1c1ccc(Cl)cc1	98	102	99	91	100	101	102	109
Nc1c(C(=O)c2ccc(Cl)cc2)sc2nc(-c3cnccn3)cc(-c3cccs3)c12	109	108	102	94	101	104	119	110
CCOC(=O)c1c2c(cn1Cc1ccc(C)cc1)-c1oncc1CC2	116	108	97	76	136	108	101	109

Random excerpt: 6 entries already listed.
SMILES	UACC-257	SK-MEL-28	SK-MEL-5	UACC-62	MALME-3M	MDA-MB-435	SK-MEL-2	M14
NC(=O)c1cnccn1	100	106	99	nt	101	101	109	104
CC(c1ccccc1)N1CSc2nc(-c3ccccc3)c(-c3ccccc3)n2C1 (centres undefined)	110	117	94	83	35	100	110	nt
O=C1CCSC(=S)N1c1ccc(Cl)cc1	98	102	99	91	100	101	102	109
CCOC(=O)c1sc(/N=C2\NC(=O)/C(=C/c3ccc(N4CCOCC4)cc3)S2)nc1C	113	107	98	96	92	104	94	103
CCN1CCN(CC(=O)N2c3cccc4cccc(c34)N(C(=O)CN3CCN(CC)CC3)C2c2cn(-c3ccccc3)nc2-c2cccc([N+](=O)[O-])c2)CC1	-83*	-88*	-93*	-82*	-91*	-76*	-9.3*	-82*
NC[C@@H]1CC[C@@H](N)[C@@H](O[C@H]2[C@H](O)[C@@H](O[C@H]3O[C@H](CO)[C@@H](O)[C@H](N)[C@H]3O)[C@H](N)C[C@@H]2N)O1	nt	110	102	109	110	106	nt	106

(further entries)
SMILES	UACC-257	SK-MEL-28	SK-MEL-5	UACC-62	MALME-3M	MDA-MB-435	SK-MEL-2	M14
O=c1ccc(Cl)n[nH]1	104	116	97	113	114	101	114	106
CCOc1ccc2nc(C)cc(Nc3ccc(Br)cc3)c2c1	103	108	97	103	nt	110	109	121
N#Cc1ccc(Nc2cc(Cl)nc(N)n2)cc1	113	108	99	96	109	103	113	108
O=C1CCC(NNC(=O)c2cccs2)N1 (centres undefined)	104	97	106	100	107	101	98	109
CCOC(=O)c1ccccc1NC(=O)CCl	112	104	109	100	112	109	106	93
O=C(Oc1ccc(/C=C/c2cc(OC(=O)c3c(Cl)cccc3Cl)cc(OC(=O)c3c(Cl)cccc3Cl)c2)cc1)c1c(Cl)cccc1Cl	98	112	105	98	101	106	94	106
CCOC(=O)N(c1ccccc1)c1ccccc1	96	98	99	97	97	113	106	100
Fc1ccc2c(c1)c(-c1nc(-c3c[nH]c4ncccc34)cs1)cn2CCCN1CCCCC1	100	-68*	-52*	nt	50	-20*	106	-81*
Cn1cc(-c2nc(N)nnc2-c2c[nH]c3ccc(F)cc23)c2cc(Br)cnc21	30	24	-81*	13	22	-39*	-28*	-9.8*
Cc1cc(C)c(CN)cc1C	112	107	104	99	101	105	112	101
O=C(C[n+]1cccc(Br)c1)c1ccc2c(c1)CCCC2	112	105	99	104	97	100	102	92
Cc1cccc(C(C)(C)O)c1	106	110	109	109	100	109	99	96
O=C(CC(=O)Nc1ccc(S(=O)(=O)NCCO)cc1)Nc1ccc(S(=O)(=O)NCCO)cc1	83	105	101	101	113	103	93	88
c1ccc2c(-c3nc4ccccc4[nH]3)cccc2c1	36	51	20	32	38	-19*	nt	3.8*
Cn1c(=O)c2c(nc(Br)n2CCC(=O)Nc2ccc(F)cc2)n(C)c1=O	nt	112	111	nt	105	108	100	96
O=S(=O)(Nc1cccc(-n2cnc3cc(-c4ccc(O)cc4)ccc32)c1)C1CC1	68	44	13	35	46	-21*	52	30
O=[N+]([O-])c1cccc(I)c1	102	113	104	104	96	111	97	91
COc1ccc(-c2c(-c3cccc(OC)c3)sc3nc(-c4ccc(Cl)cc4)c(/C=C/c4cc(OC)c(OC)c(OC)c4)n23)cc1	90	109	98	84	nt	105	89	93
Cc1cc(N(CCO)CCO)n2c(nc3ccccc32)c1C#N	105	93	106	91	112	112	nt	102
CC(=O)O/C(C)=C(\C)C(C)=O	113	117	83	104	119	103	113	103
Cc1c(C(=O)C2CC2c2ccccc2)nnn1-c1ccccc1 (centres undefined)	80	107	97	84	111	102	94	nt
COc1cc(Br)c(-c2nc(-c3ccccc3)c(-c3ccccc3)n2CC(C)C)cc1OC	78	94	54	52	60	68	59	58
CCOc1nc(N)nc(OCC)c1OCC	102	101	104	101	98	106	111	100

Screens: PubChem BioAssay, NCI
